FBW7 act: activators of human E3 ligase FBW7; 650,000 tested, 0.13% active; Q969H0; normalized activity (activation), % at 26.1 µM; AlphaScreen FBW7–phospho-cyclin E peptide binding, activator screen; in the data active = normalized activity above about 1.9%;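 note: purified mutant Fbw7 with reduced substrate affinity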
TEAD-YAP inh: TEAD-YAP interaction inhibition; HEK-TIYL cells, TEAD-Gal4/YAP UAS-luciferase luminescence; inhibition, % at 9.12 µM; 640,000 tested, 1.4% active; AID 1259422; in the data active = inhibition above about 32%;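 note: 0% = median of test compound wells and 100% = reference inhibitor wells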
GPR151 ag: activates the human receptor GPR151 | Q8TDV0 | activation, % at 11.2 µM | PathHunter beta-arrestin GPR151 cells, luminescence | 650,000 tested, 1% active; in the data active = activation above about 4.9%;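 note: 0% = median of compound wells and 100% = cells with positive control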
Target sequence (Q8TDV0 whole entry, looked up): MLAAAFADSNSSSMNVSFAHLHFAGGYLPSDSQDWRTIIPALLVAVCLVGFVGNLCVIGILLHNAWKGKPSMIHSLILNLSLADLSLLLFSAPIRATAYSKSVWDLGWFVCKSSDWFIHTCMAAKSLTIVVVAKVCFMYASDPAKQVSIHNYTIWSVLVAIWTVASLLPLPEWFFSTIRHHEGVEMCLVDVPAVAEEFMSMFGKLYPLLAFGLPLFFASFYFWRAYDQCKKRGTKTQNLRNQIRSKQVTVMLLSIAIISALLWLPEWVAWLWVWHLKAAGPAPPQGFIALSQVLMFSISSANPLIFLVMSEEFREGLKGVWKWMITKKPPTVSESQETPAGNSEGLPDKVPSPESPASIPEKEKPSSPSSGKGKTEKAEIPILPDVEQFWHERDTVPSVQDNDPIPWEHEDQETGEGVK
MITF primary: inhibitors of human MITF. O75030. AlphaScreen MITF homodimerization, bead proximity signal. inhibition, % at 2.6 µM. 650,000 tested, 0.91% active; in the data active = inhibition above about 50%;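 note: 0% = vehicle wells with protein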
Target sequence (O75030 whole entry, looked up): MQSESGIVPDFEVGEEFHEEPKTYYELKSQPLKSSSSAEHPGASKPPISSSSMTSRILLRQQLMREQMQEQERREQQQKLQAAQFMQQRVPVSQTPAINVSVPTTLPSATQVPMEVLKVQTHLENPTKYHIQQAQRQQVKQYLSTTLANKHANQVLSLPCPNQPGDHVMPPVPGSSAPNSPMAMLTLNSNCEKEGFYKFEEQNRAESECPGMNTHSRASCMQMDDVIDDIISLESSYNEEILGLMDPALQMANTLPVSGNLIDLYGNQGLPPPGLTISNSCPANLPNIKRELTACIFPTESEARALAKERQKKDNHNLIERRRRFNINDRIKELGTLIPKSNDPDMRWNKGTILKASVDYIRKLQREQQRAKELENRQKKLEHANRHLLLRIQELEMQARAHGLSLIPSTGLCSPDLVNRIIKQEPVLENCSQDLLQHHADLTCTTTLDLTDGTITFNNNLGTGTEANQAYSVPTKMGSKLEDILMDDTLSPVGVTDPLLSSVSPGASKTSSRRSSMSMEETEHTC
Starred values were filed as active, the others as inactive.

entry	structure	FBW7 act	TEAD-YAP inh	GPR151 ag	MITF primary
1	COc1ccc(CC(=O)NCc2nc(-c3ccc(OC)cc3)no2)cc1	0.1	2.1	-1.2	1.6
2	CC1CN(C(=O)C(C)Oc2ccc(C(C)(C)C)cc2)CC(C)O1 (centres undefined)	-0.2	-4.5	-0.6	-13.1
3	O=C(Nc1ccc(-c2cn[nH]c2)cc1)N(Cc1cccc(F)c1)C1CC1	-0.1	-21.7	-1.5	9.1
4	COc1cc(/C=N/Nc2cccc([N+](=O)[O-])c2)cc(OC)c1O	0.0	-13.6	-0.4	8.3
5	COc1cccc(/C=N/NC(=O)c2cccc(Br)c2)c1O	-0.8	63.6*	-0.1	20.0
6	CC(=O)C1=C(C)NC(SCC(=O)c2cc(Cl)ccc2Cl)=C(C#N)C1c1sccc1C (centres undefined)	0.8	1.6	-1.2	-5.4
7	Nc1cccc(/N=C/c2nc(-c3ccccc3Br)oc2O)n1	0.0	-22.2	-1.4	13.3
8	CCOc1ccc(C(=O)NCC2COC3(CCCC3)O2)cc1OCC (centres undefined)	0.1	2.9	0.3	5.6
9	O=C(C1CCN(S(=O)(=O)c2cccs2)CC1)N1CCCCCC1	0.0	-8.5	0.7	-1.0
10	COc1cc(NS(=O)(=O)c2ccc(NC(=O)CN3C(=O)c4ccccc4C3=O)cc2)ncn1	0.5	-11.0	0.2	21.6
11	CCOC(=O)c1oc2ccccc2c1NC(=O)CCCl	-0.2	1.3	0.0	-5.7
12	CCc1ccccc1NC(=S)N(CCCN1CCCC(C)C1)Cc1ccco1 (centres undefined)	0.4	-5.8	0.8	11.8
13	S=c1[nH]c(-c2ccccc2)cn1-c1ccccc1Cl	0.1	9.8	-1.9	24.4
14	CC(C)C[C@H]1NC(=O)[C@@H]2C[C@H](NCc3cccs3)CN2C1=O	-0.1	-28.9	0.9	-17.1
15	CN1C(=O)c2ccc(NC(=O)c3ccc4c(c3)OCO4)cc2C1=O	0.7	-5.9	-0.2	3.6
16	Fc1ccc(Cc2cnc(Nc3ccccn3)s2)cc1	0.4	-15.6	2.5	10.5
17	O=C(NC1CCC(NC(=O)C(F)(F)C(F)F)CC1)C(F)(F)C(F)F (centres undefined)	0.0	0.8	-1.2	3.4
18	Cc1ccc(CN(Cc2ccco2)C(=S)Nc2cccc(Cl)c2C)cc1	-0.1	-3.7	-0.9	-1.8
19	COc1ccc(CCNC(=O)c2ccc3nc(Nc4cccc(N(C)C)c4)sc3c2)cc1	-0.1	-16.7	1.4	7.0
20	O=C(NCCCN1CCc2ccccc21)c1ccc2ccccc2n1	-0.3	-9.9	-1.3	2.1

entry	structure	FBW7 act	TEAD-YAP inh	GPR151 ag	MITF primary
21	COc1cccc(NC(=O)c2ccc(CNc3c(N4CCC(C)CC4)c(=O)c3=O)cc2)c1	0.3	4.1	-0.3	-4.9
22	COc1cccc2cc(C(=O)Nc3ccccc3N3CCCCC3)c(=O)oc12	0.0	-4.9	-0.5	7.2
23	CCOc1cc(/C=N/Nc2ncc(C)c(=O)[nH]2)ccc1O	-0.1	-1.3	-0.2	3.1
24	O=C(c1ccco1)N(CCN1CCOCC1)c1nc2c(Cl)cccc2s1	-0.2	-7.8	1.0	3.0
25	COc1ccc(Nc2ccc(S(=O)(=O)Nc3ccccc3)cc2[N+](=O)[O-])cc1OC	-0.3	2.8	0.1	1.5
26	O=C(c1ccccc1)c1ccc2c3c(cccc13)C(=O)N(c1ccccc1)C2=O	-0.1	3.9	0.5	6.2
27	CCOc1ccccc1NC(=O)c1ccc(F)c(S(=O)(=O)N2CC(C)CC(C)C2)c1 (centres undefined)	-0.2	-4.6	2.1	0.5
28	CSc1ccc(C2C(C#N)=C(N)Oc3cc(O)ccc32)cc1 (centres undefined)	0.0	-3.3	0.2	6.3
29	COCCn1c(SCC(=O)Nc2ccc(C)c(Cl)c2)nnc1C(C)C	1.4	12.7	-0.3	12.3
30	Cc1ccc(SCC(=O)Nc2cccc(NC(=O)c3ccco3)c2)cc1	0.0	-5.5	0.8	5.2
31	O=c1[nH]c(=O)n(CCO)c2nnn(Cc3ccccc3)c12	-0.4	1.6	-0.5	-7.0
32	COc1ccccc1/C=C/CN1CCN(c2ccccc2)CC1	-0.1	-0.8	-0.7	30.7
33	CNC(=S)N/N=C/c1ccc(C(=O)O)cc1	0.1	-4.8	-9.6	5.2
34	COc1ccccc1-n1c(SCC(=O)Nc2nccs2)nnc1-c1ccncc1	0.1	62.3*	-1.7	9.6
35	O=C(COc1cccc(C(F)(F)F)c1)NNC(=O)Nc1ccc([N+](=O)[O-])cc1	0.5	-0.5	-0.2	17.5
36	O=C(Nc1ccc(Br)cn1)c1cccc2c1-c1ccccc1C2=O	0.1	0.8	-0.4	16.0
37	C=CCNC(=O)c1ccc(Cl)c(S(C)(=O)=O)c1	0.1	-1.6	-2.0	7.6
38	O=C(CCCCCn1c(=S)[nH]c2cc3c(cc2c1=O)OCO3)N1CC=C(c2ccccc2)CC1	0.2	2.1	0.1	-5.0
39	N#Cc1c(C(F)(F)F)cc(-c2cccs2)nc1SCC(=O)Nc1ccc(Cl)cc1	0.0	2.7	-1.0	-8.1
40	COc1ccc(CCNS(=O)(=O)c2ccc(SC)cc2)cc1	0.0	10.7	-0.1	-0.5

Among those listed so far, these have bromine.
entry	structure	FBW7 act	TEAD-YAP inh	GPR151 ag	MITF primary
5	COc1cccc(/C=N/NC(=O)c2cccc(Br)c2)c1O	-0.8	63.6*	-0.1	20.0
7	Nc1cccc(/N=C/c2nc(-c3ccccc3Br)oc2O)n1	0.0	-22.2	-1.4	13.3
36	O=C(Nc1ccc(Br)cn1)c1cccc2c1-c1ccccc1C2=O	0.1	0.8	-0.4	16.0

Next part
entry	structure	FBW7 act	TEAD-YAP inh	GPR151 ag	MITF primary
41	CCN(CC)CC(=O)Nc1ccc(OC)cc1	0.9	-9.2	-0.7	52.0*
42	Cc1cc(C)cc(NC(=O)CN(C2=NC3CS(=O)(=O)CC3S2)c2ccccc2F)c1 (centres undefined)	0.5	17.0	-2.3	6.9
43	COc1ccc(S(=O)(=O)Nc2ccc(S(=O)(=O)Nc3ccc(C)c(C)c3)cc2)cc1OC	0.4	1.5	1.4	45.2
44	COc1cccc(NS(=O)(=O)c2cc(C(=O)Oc3cccc4cccnc34)ccc2NCCc2ccc(Cl)cc2)c1	-0.1	-6.7	0.6	3.7
45	O=C(CSc1nc2c(sc(=S)n2-c2ccccc2)c(=O)n1-c1ccccc1)NCc1ccco1	-0.4	-7.9	1.5	3.0
46	Nc1cc([N+](=O)[O-])ccc1Nc1ccccc1	-0.1	1.8	-0.6	11.5
47	O=C1CCC(CCNCCOc2ccccc2)N1CCCc1ccccc1 (centres undefined)	-0.1	0.9	-1.2	9.2
48	OC1CCN(Cc2ccc3c(c2)CN(Cc2cccc4ncccc24)CCO3)CC1	0.1	-0.6	-0.3	0.4
49	Cc1ccc(C(=O)c2sc3nc(-c4ccc(F)cc4)cc(-c4ccccc4)c3c2N)cc1	0.0	-3.8	2.1	-14.8
50	CC(C)OP(=O)(OC(C)C)C(Nc1ccccc1)c1ccccc1O (centres undefined)	0.6	-5.4	-0.3	5.7
51	COc1ccc(-c2cnc(NCCc3c[nH]c4ccccc34)nc2)cc1	0.1	-11.2	5.2*	0.0
52	COc1cccc(OCC(=O)Nc2c3c(nn2C(C)(C)C)CSC3)c1	-0.2	-5.9	1.2	-11.9
53	COc1ccc(-n2c(N)c(C#N)c(C#N)c2-c2cccc([N+](=O)[O-])c2)cc1	0.1	-3.2	1.2	3.9
54	O=C(/C=C/c1ccccc1)Nc1cccc(-c2cn3ccsc3n2)c1	0.3	-16.4	-1.2	-5.0
55	CC(=O)NC1(C(F)(F)F)C(=O)Nc2c1c(=O)[nH]c(=O)n2-c1ccc(F)cc1 (centres undefined)	0.0	15.1	-0.4	-4.3
56	O=C(C1CCN(C2CCN(Cc3ccccc3-c3ccco3)CC2)CC1)N1CCCC1	-0.1	5.5	0.5	-3.2
57	Cc1ccc(C(=O)CSc2nc3sc(C)c(C)c3c(=O)[nH]2)cc1C	0.4	0.4	0.0	-6.2
58	Cc1nc(C)nc(N/N=C/c2cccc(I)c2)n1	-0.3	-14.6	0.4	6.0
59	CC(=O)Nc1cc2c(cc1NC(=O)c1ncoc1-c1cccc(F)c1)OCCO2	0.0	3.8	0.6	-18.4
60	CCOc1ccc(C(=O)c2ccc(OC)c(O)c2O)cc1	-0.2	6.8	0.3	19.4

entry	structure	FBW7 act	TEAD-YAP inh	GPR151 ag	MITF primary
61	COc1ccc(/C=C2/N=C(c3cccc4ccccc34)OC2=O)c(OC)c1OC	0.0	-1.9	0.1	2.2
62	O=C(COc1ccccc1[N+](=O)[O-])Nc1ccc(Cl)c(Cl)c1	-0.2	-60.9	1.0	-1.0
63	Cc1cc(NC(=O)CCN2C(=O)C3C4C=CC(CC4)C3C2=O)ccc1Br (centres undefined)	0.1	2.0	-1.0	-4.8
64	CCN(CC)C(=O)C1CCN(Cc2ccc(Br)cc2)CC1	0.1	13.3	-0.7	40.0
65	Cc1ccc(NC(=O)c2ccccc2NC(=O)c2ccc([N+](=O)[O-])cc2)cc1	-0.1	-1.8	-1.2	-5.8
66	COc1ccc(N2C(=O)/C(=C\c3cccc(OC)c3OC)C(=O)NC2=S)cc1	0.0	-3.0	2.4	5.5
67	CCOC(=O)N(CCCC(=O)OC)CP(C)(=O)OC(C)C (centres undefined)	0.2	5.8	-0.1	6.9
68	COc1cc(Nc2nc(N3CCOCC3)nc3c2ncn3Cc2ccc(C(F)(F)F)cc2)cc(OC)c1OC	0.0	18.6	-1.7	-7.5
69	CC(C)(C)CN1CCNC(=O)C1CC(=O)N1CCC(Oc2cccc(F)c2)CC1 (centres undefined)	-0.1	9.9	0.5	-1.9
70	O=[N+]([O-])c1ccc(S(=O)(=O)NCc2cccs2)cc1	-0.2	2.5	-0.6	0.7
71	Cc1ccccc1N1C(=O)CN(C(=O)c2cnn3cccnc23)CC1C (centres undefined)	-0.2	-47.7	0.1	12.9
72	COc1cc(OC)c(NCc2c(CO)cnc(C)c2O)cc1Cl	0.8	-4.4	-1.7	-9.5
73	Cc1cc(C)c2cc(CN(CCCO)S(=O)(=O)c3ccc(F)cc3)c(=O)[nH]c2c1	-0.1	-1.3	2.3	-1.6
74	CCN1CCN(CC(=O)Nc2ccc(C)cc2)C(=O)C1=O	0.3	-9.3	1.2	6.6
75	CC(c1ccccc1)n1c(CCn2ncc3ccccc3c2=O)n[nH]c1=S (centres undefined)	-0.2	0.4	0.3	-8.5
76	COc1ccc(NC(=O)Cn2nnc(C(N)=O)c2N)c(OC)c1	0.0	0.9	-0.6	-1.6
77	Cc1ccc2c(c1)N(C(=O)CCC(=O)NCCc1ccc(Cl)cc1)CC(C)O2 (centres undefined)	0.6	11.2	-0.6	2.9
78	O=C(CN1C(=O)c2ccccc2C1=O)c1ccccc1	-0.1	-5.1	-1.0	-3.6
79	COc1ccc(C(=O)Nc2cc(Cl)c(O)c(Cl)c2)cc1	0.3	21.8	-0.4	22.1
80	CCCCC1CN(CC(=O)NCc2cn3cc(C)ccc3n2)Cc2ccccc2O1 (centres undefined)	-0.2	-4.0	0.6	-5.3

entry	structure	FBW7 act	TEAD-YAP inh	GPR151 ag	MITF primary
81	CCCOc1ccc(/C=N/NS(=O)(=O)c2cccc([N+](=O)[O-])c2)c(OCCC)c1	0.1	-0.1	-0.6	-13.7
82	COc1cccc(-c2noc(C3CCCN(C(=O)c4ccccc4C)C3)n2)c1 (centres undefined)	0.1	-10.9	0.3	5.5
83	COc1cc(CNS(=O)(=O)c2cccc3c(S(=O)(=O)NCc4cc(OC)c(OC)c(OC)c4)cccc23)cc(OC)c1OC	-0.1	17.8	0.7	1.6
84	N#Cc1c(NC(=O)CN2C(=O)NC3(CCCc4ccccc43)C2=O)sc2c1CCCCC2 (centres undefined)	-0.2	2.4	0.4	-0.6
85	COc1ccc(C2C(C(=O)NCCCN3CCC(C)CC3)c3ccccc3C(=O)N2C2CCCCC2)cc1 (centres undefined)	-0.1	-13.5	1.2	-5.0
86	Cc1ccc(-n2c(=S)sc3c(=O)n(-c4ccccc4C)c(SCC(=O)N4CCCC4)nc32)cc1C	0.5	-7.2	1.4	15.5
87	COc1ccccc1NC(=S)N(CCCN1CCCC1)Cc1ccco1	-0.1	5.1	1.4	-10.8
88	Cc1cc2[nH]c(=O)c(=O)[nH]c2cc1S(=O)(=O)N(CC(C)C)CC(C)C	0.0	10.2	-0.1	6.3
89	NC(=O)COc1ccccc1C(=O)NC12CC3CC(CC(C3)C1)C2	-0.1	3.9	0.9	5.0
90	COc1cc(CNC2CCCCC2)cc(OC)c1	0.3	15.8	-0.8	51.9*

Screening data (PubChem BioAssay)
